mIAP act: activators of mouse IAP, primary screen, biochemical, luminescence, uHTS; activation factor at 10 µM; 330,000 tested, 0.24% active; muIAP, CDP-Star luminescence, 30 min; hits give high values; 1 = vehicle-only enzyme signal, 0 = enzyme-free wells; AID 2805, 2010; intestinal alkaline phosphatase [Mus musculus];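 active means activation factor of at least 2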; further: the source names both 10 and 20 µM as test concentration; values of inactives mirror those of a sister screen read the other way
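also added = chemiluminescent substrate CDP-Star | test system = mouse IAP enzyme | signal = chemiluminescence readout | compound = DMSO-dissolved test compounds | incubation = 30 min at room temperature | benchmarks = DMSO wells, no-enzyme wells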
ATG4B inh: ATG4B protease inhibitors, primary screen, biochemical, fluorescence, uHTS; ATG4B cleavage of LC3-PLA2, NBD-HPC fluorescence, 1 h; inhibition, % at 8.33 µM; 340,000 tested, 0.51% active; in the data active means inhibition above about 40%
mIAP inh: inhibitors of mouse IAP, primary screen, biochemical, luminescence, uHTS | intestinal alkaline phosphatase [Mus musculus] | purified mouse IAP, CDP-Star luminescence, 30 min | inhibition, % at 10 µM | 330,000 tested, 0.2% active;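 active means inhibition of at least 40% at 10 µM in the primary screen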;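 further: plate controls were DMSO with enzyme for no effect and no enzyme wells for full effect; values of inactives mirror those of a sister screen read the other way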
NALP3 yeast inh: NALP3 inflammasome inhibitors in reconstituted yeast, primary screen, luminescence, uHTS | Yeast reconstituted NLRP3/ASC/caspase-1, beta-gal luminescence, 24 h | inhibition, % at 10 µM | 330,000 tested, 0.39% active;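 active means inhibition of 50% or more; inactive means inhibition below 50%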;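 further: plate controls were induced DMSO wells for no effect and uninduced yeast grown without galactose for full effect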
TIM10 inh: growth inhibitors of isogenic TIM10 control yeast, primary screen, counter-screen for tim10-1 yeast inhibitor project, luminescence, uHTS; S. cerevisiae TIM10 strain growth, BacTiter-Glo luminescence, 24 h; inhibition, % at 10 µM; 330,000 tested, 1.4% active; AID 463195, 2010;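 active means inhibition of 40% or more at the single tested concentration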;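 further: wild-type TIM10 isogenic control strain grown at permissive 25 °C; 0% = DMSO yeast wells and 100% = minimal medium wells without yeast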
hIAP act: human IAP activators, primary screen, biochemical, luminescence, uHTS | purified human IAP, CDP-Star luminescence, 30 min; hits give high values; 1 = vehicle-only enzyme, 0 = enzyme-free background | activation factor at 10 µM | 330,000 tested, 0.16% active | AID 2524, 2010;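 active means activation factor of the enzyme at least 2-fold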; further: the source names both 10 and 20 µM as test concentration; values of inactives mirror those of a sister screen read the other way
tim10-1 inh: growth inhibitors of tim10-1 mutant yeast, primary screen, luminescence, uHTS | S. cerevisiae tim10-1 ts strain growth, BacTiter-Glo, 24 h | inhibition, % at 20 µM | 330,000 tested, 2.2% active;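 active means inhibition of at least 40%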;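 further: mutant grown at 25 °C; 0% = DMSO wells with yeast and 100% = wells holding no yeast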
Apaf1 inhib: inhibitors of human Apaf-1 apoptosome, primary screen, biochemical, DEVD-Rh110 fluorescence, uHTS | Apoptotic protease-activating factor 1 (Homo sapiens), O14727 | reconstituted apoptosome caspase-3 activity | inhibition, % at 20 µM | 330,000 tested, 0.71% active | AID 489030, 2010; active means inhibition of at least 40% at 20 µM;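 further: plate controls were DMSO wells for no effect and DEVD-CHO caspase inhibitor wells for full effect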
Target sequence (O14727 whole entry, looked up): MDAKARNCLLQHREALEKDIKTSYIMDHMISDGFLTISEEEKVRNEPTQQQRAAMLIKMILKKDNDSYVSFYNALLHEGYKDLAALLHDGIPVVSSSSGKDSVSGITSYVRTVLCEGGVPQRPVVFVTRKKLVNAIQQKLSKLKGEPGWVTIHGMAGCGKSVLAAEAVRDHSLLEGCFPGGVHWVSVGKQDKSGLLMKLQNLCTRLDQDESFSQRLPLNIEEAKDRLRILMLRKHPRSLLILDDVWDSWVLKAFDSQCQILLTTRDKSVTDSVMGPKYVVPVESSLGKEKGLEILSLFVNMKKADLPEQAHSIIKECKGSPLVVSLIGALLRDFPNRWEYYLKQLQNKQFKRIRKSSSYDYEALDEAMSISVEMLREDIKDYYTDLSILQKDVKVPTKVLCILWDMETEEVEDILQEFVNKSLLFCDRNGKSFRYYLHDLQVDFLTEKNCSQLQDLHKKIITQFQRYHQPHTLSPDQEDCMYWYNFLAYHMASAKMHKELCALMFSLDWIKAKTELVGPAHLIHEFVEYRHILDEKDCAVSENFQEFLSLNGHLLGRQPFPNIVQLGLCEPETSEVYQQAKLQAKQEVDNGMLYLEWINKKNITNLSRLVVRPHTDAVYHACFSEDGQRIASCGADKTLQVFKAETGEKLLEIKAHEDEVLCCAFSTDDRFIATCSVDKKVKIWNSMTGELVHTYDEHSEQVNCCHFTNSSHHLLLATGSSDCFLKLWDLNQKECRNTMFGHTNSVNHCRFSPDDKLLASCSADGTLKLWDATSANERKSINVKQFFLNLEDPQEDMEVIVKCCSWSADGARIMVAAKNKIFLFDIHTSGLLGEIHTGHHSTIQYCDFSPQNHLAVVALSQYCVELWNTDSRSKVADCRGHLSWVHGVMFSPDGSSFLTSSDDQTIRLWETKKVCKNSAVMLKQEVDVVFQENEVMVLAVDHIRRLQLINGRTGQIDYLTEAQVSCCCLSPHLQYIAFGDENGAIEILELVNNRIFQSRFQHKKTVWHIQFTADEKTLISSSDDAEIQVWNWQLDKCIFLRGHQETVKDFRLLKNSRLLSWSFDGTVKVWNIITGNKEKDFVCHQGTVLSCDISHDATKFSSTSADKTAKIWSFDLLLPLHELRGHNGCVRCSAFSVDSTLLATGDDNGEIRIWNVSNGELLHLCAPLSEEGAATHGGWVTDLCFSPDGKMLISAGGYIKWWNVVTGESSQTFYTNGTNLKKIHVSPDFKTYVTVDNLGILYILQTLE
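detection = Rh110 fluorescence intensity | test system = biochemical Apaf-1 apoptosome reconstitution | also added = cytochrome c and DEVD-Rh110 substrate | schedule = 30 min plus 50 min, RT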
hIAP inh: human IAP inhibitors, primary screen, biochemical, luminescence, uHTS; purified IAP, CDP-Star luminescence, 30 min; inhibition, % at 10 µM; 330,000 tested, 0.12% active; AID 2544, 2010;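 active means inhibition reaching a set limit with compound at 10 µM in the primary screen, cut at about 35% in these data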;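 further: plate controls were DMSO wells with enzyme for no effect and no-enzyme buffer wells for full effect; values of inactives mirror those of a sister screen read the other way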
An asterisk follows results filed as active.

SMILES	mIAP act	ATG4B inh	mIAP inh	NALP3 yeast inh	TIM10 inh	hIAP act	tim10-1 inh	Apaf1 inhib	hIAP inh
Cc1ccccc1C(=O)N1CCN(CCNC(=O)C(=O)Nc2ccc(Br)cc2)CC1	1.02	-4.3	-2.3	14.2	12.3	0.998	11.3	16.2	0.2
O=C(CSc1nc2c(cnn2-c2cccc(Cl)c2)c(=O)[nH]1)NCC1CCCO1 (centres undefined)	1.04	-0.2	-3.6	12.6	10.2	0.884	2.2	4.6	11.6
O=C(CN(C(=O)c1csnn1)c1ccc(F)cc1)NCc1ccc2c(c1)OCO2	0.961	-3.4	3.9	22.5	4.7	0.992	0.2	2.8	0.8
CCSc1oc(-c2cccs2)nc1S(=O)(=O)c1ccccc1	0.961	-0.3	3.9	-5.3	4.7	0.981	27.9	6.4	1.9
O=C(Cn1cnnn1)Nc1cccc(S(=O)(=O)N2CCCCC2)c1	0.952	-1.1	4.8	20.6	2.9	0.934	-7.0	-12.4	6.6
O=C(COC(=O)c1cccnc1Cl)NC(=O)NC1CCCCC1	1.13	6.1	-12.6	7.0	-0.1	0.951	5.1	5.0	4.9
COc1ccc(C(C)=O)cc1COc1ccc([N+](=O)[O-])c(C)c1	0.984	-17.0	1.6	-1.3	0.9	1.05	14.4	20.0	-5.0
CC(O)C(NS(=O)(=O)c1ccc(Cl)cc1)C(=O)OCC(=O)c1c[nH]c2ccccc12 (centres undefined)	0.987	18.3	1.3	3.8	-9.9	0.983	-12.4	-12.5	1.7
CN(CC(=O)Nc1ccc(F)cc1)CC(=O)N1CCCCC1	1.1	0.7	-10.4	4.0	14.8	1.14	-0.4	0.8	-14.2
COc1ccc(N(CC(=O)NCc2ccc(F)cc2)S(=O)(=O)c2c(C)n[nH]c2C)cc1	1.06	-0.1	-6.2	1.4	-5.1	1.49	-0.4	-5.5	-48.7
CN(C(=S)Nc1ccc(F)cc1)C(c1ccccc1)c1ccccc1	1.16	2.0	-15.9	14.1	24.8	1.07	29.2	20.2	-6.7
Cc1cc(C)c(C#N)c(SCC(=O)c2ccccc2)n1	0.921	-3.4	7.9	-1.6	1.9	0.984	23.8	3.5	1.6
CC(=O)N1CCN(CC(C)(C)NS(=O)(=O)c2ccccc2)CC1	0.992	-4.2	0.8	25.6	-4.6	0.851	-4.8	1.5	14.9
CC1(C)NC(=O)N(CC(=O)N2CCC(Cc3ccccc3)CC2)C1=O	0.952	-2.2	4.8	6.3	-0.1	1.18	29.3	1.0	-18.4
COc1ccc(-c2cc(C(=O)OCC(=O)N3CCCC3)c3ccccc3n2)cc1	0.862	6.5	13.8	28.9	8.7	0.895	21.7	5.9	10.5
CCOC(=O)C1(Cc2ccccc2)CCN(Cc2cc(OC)c3c(c2)OCO3)CC1	1.19	4.1	-18.8	12.4	-2.0	0.989	-18.9	22.2	1.1
COc1cc2c(cc1OC)C(C(=O)Nc1ccc3c(c1)OCCO3)C(c1cccnc1)N(C)C2=O (centres undefined)	1.07	8.0	-6.9	3.7	5.9	0.996	6.9	2.3	0.4
COc1ccc(OC)c(/C=N\NC(=O)c2ccc(=O)n(C)c2)c1	1.06	-6.2	-6.5	-4.8	3.6	0.903	14.7	-2.1	9.7
CCOC(=O)C1(C(=O)O)NC(=O)CC1c1ccccc1 (centres undefined)	1.15	-1.6	-15.3	12.0	-6.1	1.22	-6.2	0.0	-21.5
CC(Oc1ccc(Cl)cc1Cl)c1nc(-c2ccc(NC(=O)c3ccncc3)cc2)no1 (centres undefined)	0.925	-16.9	7.5	0.2	39.6	0.833	26.5	-5.2	16.7
CCn1c(=N)n(CC(O)c2cccs2)c2ccccc21 (centres undefined)	0.923	0.9	7.7	11.7	6.1	0.996	7.2	-8.9	0.4
COc1cccc(CNC(=O)C(CCSC)NS(=O)(=O)c2ccc3c(c2)oc(=O)n3C)c1 (centres undefined)	0.965	6.1	3.5	5.3	-10.5	1.19	-8.9	-17.3	-19.0
O=C1Nc2c(Br)cc(Br)cc2C1(O)N1CCOCC1 (centres undefined)	0.944	6.0	5.6	-1.3	12.1	0.875	18.6	12.9	12.5
COc1cccc(C(=O)Nc2cc(Cl)c(O)c(Cl)c2)c1	0.971	-3.1	2.9	9.8	16.1	0.946	1.8	-11.4	5.4
O=C(NC(Cc1c[nH]c2ccccc12)c1nnc2n1CCCCC2)c1ccccc1Cl (centres undefined)	1.01	-3.7	-1.2	1.9	-0.3	0.912	7.9	-2.7	8.8

Next records follow:
SMILES	mIAP act	ATG4B inh	mIAP inh	NALP3 yeast inh	TIM10 inh	hIAP act	tim10-1 inh	Apaf1 inhib	hIAP inh
CC1CN(C(=S)NC(=O)c2ccc([N+](=O)[O-])cc2)CC(C)O1 (centres undefined)	0.968	-1.5	3.2	26.9	-20.9	1.05	-1.1	14.1	-4.7
CNC(=S)NCCc1ccccc1	0.896	-2.4	10.4	13.1	9.0	1	-16.7	-21.6	-0.5
CCc1cc2c(NCCC(=O)O)nc(C)nc2s1	0.989	1.8	1.1	7.1	4.5	0.972	12.4	-1.9	2.8
Nn1c(SCC(=O)NCC2CCCO2)nnc1-c1ccco1 (centres undefined)	1.01	-3.0	-1.3	20.1	6.3	1.05	-16.6	-5.0	-5.4
CSc1c(C#N)c(N)c(C#N)c2c1COC(C)(C)C2	0.839	-3.6	16.1	11.3	-3.3	1.04	15.9	4.5	-4.0
CC(C)CC1(C)NC(=O)N(CC(=O)NC(=O)Nc2ccc3c(c2)OCCO3)C1=O (centres undefined)	1.04	0.5	-4.4	17.4	1.5	0.86	-3.2	-20.6	14.0
O=C(COc1ccccc1)Nc1nnc(S(=O)(=O)N2CCCC2)s1	0.924	-1.4	7.6	11.0	12.8	0.793	4.5	10.8	20.7
CCN(CC)S(=O)(=O)c1cccc(C(=O)N/N=C(\C)c2cccs2)c1	1.08	-7.0	-8.4	15.6	27.2	1.14	31.6	16.9	-14.2
COc1cccc(C(=O)NCCS(=O)(=O)NC2CCCC2)c1	1.01	-0.2	-0.7	15.8	5.5	1.15	9.8	7.3	-14.9
Cc1nc2sc(C(c3cccs3)N3CC(C)CC(C)C3)c(O)n2n1 (centres undefined)	1.1	-21.6	-9.9	5.0	-3.5	1.04	-2.2	-3.0	-4.0
Cc1ccc(NC(=O)Nc2ccc3c(c2)OCO3)c(OC(F)F)c1	1.29	7.9	-28.6	29.5	-5.6	1.06	-11.1	8.6	-5.7
O=C(CN1CCN(Cc2ccccc2Cl)CC1)N/N=C/C=C\c1ccccc1[N+](=O)[O-]	0.941	14.4	5.9	26.8	24.9	0.996	19.4	9.9	0.4
Nc1ccn(Cc2ccc(F)cc2)n1	1.09	-0.9	-9.3	-4.9	1.6	1.07	-7.2	-2.8	-7.2
CC(C)CCN(C(=O)c1csnn1)C(C(=O)NC1CCCC1)c1ccccc1 (centres undefined)	0.917	8.3	8.3	2.5	20.3	1.11	20.6	14.8	-11.2
O=C(C1=COCCO1)N1CCN(S(=O)(=O)c2cccc(F)c2)CC1	1.14	-0.2	-13.6	3.1	-0.1	1.09	10.1	1.4	-8.8
COc1ccc(N2C(=O)CC(N3CCCC4CCCCC43)C2=O)cc1 (centres undefined)	1.02	-5.0	-1.9	17.9	22.1	1.16	29.1	3.6	-15.9
FC(F)(F)c1nnc(Nc2ccc(Cl)cc2)s1	0.793	-7.1	20.7	-10.5	-8.8	1.29	26.2	0.9	-29.4
CCOC(=O)/C=C/c1nc(C(=O)OCC)c(C)c(=O)[nH]1	0.933	4.6	6.7	16.2	9.9	0.967	-5.4	-3.6	3.3
CN(C(=O)CCN1CCCO1)C1CCCN(Cc2ccccc2F)C1 (centres undefined)	0.933	-12.9	6.7	18.5	4.6	1.28	0.8	2.7	-27.7
CCN(CC)CCNC(CC(=O)Nc1ccc(Cl)cc1Cl)C(=O)O (centres undefined)	1.05	6.8	-5.2	-5.4	-1.4	1.16	-19.9	-9.6	-15.5
Cc1cc(C)c(SCCc2ccncc2)c(C)c1	1.04	-1.2	-3.9	22.8	-10.8	1.13	8.8	9.7	-12.6
Cc1cc(CN(C)C(=O)c2ccc(OC3CCN(CCc4ccccc4)CC3)cc2)on1	0.908	0.1	9.2	11.3	4.3	1.04	15.0	-7.4	-4.4
O=C(Nc1ccc(CN2CCOCC2)cc1)c1ccc(Br)cc1	1.06	-2.5	-6.5	15.5	-31.2	1.09	-37.0	-11.2	-8.7
COc1ccc(Cc2nnc(NC(=O)c3cc(OC)cc(OC)c3)s2)cc1	0.911	-0.7	8.9	23.6	4.1	1.14	-23.7	18.1	-13.9
COc1ccc(Cl)cc1NC(=S)NN1CCOCC1	0.881	1.0	11.9	13.6	11.8	0.853	-0.6	-2.6	14.7

One compound at a time, from the list above. Screens in order: mIAP act, ATG4B inh, mIAP inh, NALP3 yeast inh, TIM10 inh, hIAP act, tim10-1 inh, Apaf1 inhib, hIAP inh
`Cc1ccccc1C(=O)N1CCN(CCNC(=O)C(=O)Nc2ccc(Br)cc2)CC1` is listed as 1.02, -4.3, -2.3, 14.2, 12.3, 0.998, 11.3, 16.2, 0.2
`COc1cccc(CNC(=O)C(CCSC)NS(=O)(=O)c2ccc3c(c2)oc(=O)n3C)c1` (centres undefined) is listed as 0.965, 6.1, 3.5, 5.3, -10.5, 1.19, -8.9, -17.3, -19.0
`CCSc1oc(-c2cccs2)nc1S(=O)(=O)c1ccccc1` is listed as 0.961, -0.3, 3.9, -5.3, 4.7, 0.981, 27.9, 6.4, 1.9
`CC(=O)N1CCN(CC(C)(C)NS(=O)(=O)c2ccccc2)CC1` is listed as 0.992, -4.2, 0.8, 25.6, -4.6, 0.851, -4.8, 1.5, 14.9

Other records
SMILES	mIAP act	ATG4B inh	mIAP inh	NALP3 yeast inh	TIM10 inh	hIAP act	tim10-1 inh	Apaf1 inhib	hIAP inh
COc1cc(OC)c(OC)cc1CN1CCN(Cc2ccc(SC)cc2)CC1	0.975	-8.2	2.5	14.1	-18.2	1.1	-27.4	-8.0	-10.1
CCOc1ccc(OCc2ccc(C(=O)N3N=C(C(F)F)CC3(O)C(F)F)o2)cc1 (centres undefined)	0.834	-6.1	16.6	-1.3	33.5	0.858	33.2	-2.3	14.2
O=C(O)C1=C[C@H](c2csc3ccccc23)C[C@H](OCc2ccc(CO)cc2)O1	0.924	-3.5	7.6	9.8	9.4	0.927	-2.1	1.0	7.3
Cc1ccc(CN(CC(=O)NCCc2ccccc2)C(=O)c2csnn2)cc1	0.949	4.2	5.1	12.6	-1.4	0.879	26.1	5.9	12.1
COCCN1CCN(C(=O)c2ccc3oc(CCCc4ccccc4)nc3c2)CC1	0.842	-3.0	15.8	10.5	7.8	0.739	11.9	13.1	26.1
O=C(N/N=C/c1ccc2c(c1)OCO2)c1ccccn1	0.981	7.1	1.9	28.6	6.7	1.52	3.0	-24.3	-51.9
Cc1ccn2c(CNC(C)c3cn(C)nc3C)c(C(=O)N3CCCCCC3)nc2c1 (centres undefined)	0.924	3.6	7.6	14.1	9.1	1.03	4.1	6.6	-2.7

From PubChem

The order is random. About 4.5% of those tested had a hit in this group.
